MOR-DOR ag: agonists of OPRM1-OPRD1 heterodimerization, primary screen, cell-based, luminescence; Mu-type opioid receptor (Homo sapiens) + Delta-type opioid receptor (Homo sapiens), …; cells; activation, % at 9.3 µM; 340,000 compounds, 0.3% hits; AID 504326, 2011; in the data active means activation above about 18%;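 further: 0% = vehicle-treated cells and 100% = reference agonist; values of inactives mirror those of a sister screen read the other way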
Arrestin-AP2 inh: inhibitors of beta-arrestin/AP2 binding, primary screen, biochemical, GPCR trafficking, flow cytometry | beta-arrestin 1 C-terminal peptide binding to AP2 beta2-adaptin appendage (human) | FITC-arrestin peptide / GST-AP2 beads; AP2 beta2 appendage carries R879A mutation | inhibition, % at 10 µM | 340,000 compounds, 0.31% hits;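 active means inhibition above a set limit, near 3 SD of compounds lacking own fluorescence, cut at about 54% in these data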;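 further: plate controls were DMSO wells for no effect and 5 µM unlabelled arrestin peptide for full effect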
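Material – AP2 appendage R879A on GSH beads · Buffer or medium – PBS with 0.05% Tween 20 and 0.1% BSA · Probe or stimulus – fluorescein-tagged arrestin peptide at 50 nM final · Incubation – compound with beads 12 min RT, then probe 1 h RT · Detection – high-throughput flow cytometry of beads, ex 488, em 535 nm · Evaluation – percent response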
PKA-R1A act: activators of PKA-R1A holoenzyme, primary screen, biochemical, fluorescence polarization, Cy5-IP20, bovine R1A, mouse PKAc; AID 504707, 2011; activation, % at 11.4 µM; 340,000 compounds, 0.083% hits; cAMP-dependent protein kinase type I-alpha regulatory subunit (Bos taurus) + …; PKA-R1A dissociation; scaled: DMSO 0%, 113 µM cGMP 100%;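 active means percent activation above the mean of all tested compounds plus 3 SD, cut at about 19% in these data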;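 further: higher means more PKAc released from R1A so a rise in polarization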
HTR5A inv ag: HTR5A inverse agonists in luminescence cell assay, primary screen, counter-screen for OPRM1-OPRD1 heterodimer inverse agonist project, full-deck HTS. 5-hydroxytryptamine receptor 5A (Homo sapiens), P47898. inhibition, % at 9.3 µM. HTR5A cell line, inverse agonism. 340,000 compounds, 0.083% hits; in the data active means inhibition mostly above about 23%, no sharp cut-off; inactive means mostly below about 18%;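 further: 0% = cells with DMSO and 100% = no-cell wells with DMSO; some compounds called inactive have numbers as strong as hits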
V-ATPase pHluor: regulators of yeast V-ATPase proton pumping, primary screen, pHLuorin cytosolic pH fluorescence | S. cerevisiae | response, % at 10 µM | AID 504577, 2011 | 350,000 compounds, 0.37% hits; in the data active means response mostly above about 7.3%, no sharp cut-off; inactive means mostly below about 5.4%; further: actives read high; inactives centre near 0; some compounds called inactive have numbers as strong as hits; reference of the scale not given here
PKA-R2B act: activators of PKA-R2B holoenzyme, primary screen, biochemical, fluorescence polarization, Cy5-IP20, human. cAMP-dependent protein kinase catalytic subunit beta (Homo sapiens) + cAMP-dependent …. PKA-R2B holoenzyme dissociation; R2B truncated from residue 108, S112A mutant; 0% DMSO only, 100% 113 µM cGMP. activation, % at 11.4 µM. 340,000 compounds, 0.079% hits. AID 504700, 2011;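 active means activation above a cutoff set at the mean over all compounds plus 3 SD, cut at about 18% in these data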;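 further: higher means more holoenzyme dissociation and a rise in polarization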
MOR-DOR inv ag: inverse agonists of MOR-DOR heterodimerization, primary screen, cell-based, luminescence; Mu-type opioid receptor (Homo sapiens) + Delta-type opioid receptor (Homo sapiens), …; cell-based MOR-DOR heterodimer luminescence, inverse agonism; inhibition, % at 9.3 µM; 340,000 compounds, 0.21% hits; AID 504357, 2011; in the data active means inhibition above about 22%, passing the limit was not always enough;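 further: 0% = cells with DMSO and 100% = wells without cells with DMSO; values of inactives mirror those of a sister screen read the other way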
DSG3 Ab inh: inhibitors of pemphigus antibody binding to DSG3, primary screen, biochemical, bead-based, flow cytometry, scFv-GFP | DSG3-coupled beads, scFv-anti-DSG3-GFP binding; hits give low values | binding (percent of control), % at 10 µM | 310,000 compounds, 0.48% hits | AID 588358, 2011;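 active means binding more than 3 SD below its plate's average and above zero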;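 further: hits lower antibody fragment binding to DSG3; some compounds called inactive have numbers as strong as hits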
Target sequence (P32926 whole entry, looked up, the tested form may be a part): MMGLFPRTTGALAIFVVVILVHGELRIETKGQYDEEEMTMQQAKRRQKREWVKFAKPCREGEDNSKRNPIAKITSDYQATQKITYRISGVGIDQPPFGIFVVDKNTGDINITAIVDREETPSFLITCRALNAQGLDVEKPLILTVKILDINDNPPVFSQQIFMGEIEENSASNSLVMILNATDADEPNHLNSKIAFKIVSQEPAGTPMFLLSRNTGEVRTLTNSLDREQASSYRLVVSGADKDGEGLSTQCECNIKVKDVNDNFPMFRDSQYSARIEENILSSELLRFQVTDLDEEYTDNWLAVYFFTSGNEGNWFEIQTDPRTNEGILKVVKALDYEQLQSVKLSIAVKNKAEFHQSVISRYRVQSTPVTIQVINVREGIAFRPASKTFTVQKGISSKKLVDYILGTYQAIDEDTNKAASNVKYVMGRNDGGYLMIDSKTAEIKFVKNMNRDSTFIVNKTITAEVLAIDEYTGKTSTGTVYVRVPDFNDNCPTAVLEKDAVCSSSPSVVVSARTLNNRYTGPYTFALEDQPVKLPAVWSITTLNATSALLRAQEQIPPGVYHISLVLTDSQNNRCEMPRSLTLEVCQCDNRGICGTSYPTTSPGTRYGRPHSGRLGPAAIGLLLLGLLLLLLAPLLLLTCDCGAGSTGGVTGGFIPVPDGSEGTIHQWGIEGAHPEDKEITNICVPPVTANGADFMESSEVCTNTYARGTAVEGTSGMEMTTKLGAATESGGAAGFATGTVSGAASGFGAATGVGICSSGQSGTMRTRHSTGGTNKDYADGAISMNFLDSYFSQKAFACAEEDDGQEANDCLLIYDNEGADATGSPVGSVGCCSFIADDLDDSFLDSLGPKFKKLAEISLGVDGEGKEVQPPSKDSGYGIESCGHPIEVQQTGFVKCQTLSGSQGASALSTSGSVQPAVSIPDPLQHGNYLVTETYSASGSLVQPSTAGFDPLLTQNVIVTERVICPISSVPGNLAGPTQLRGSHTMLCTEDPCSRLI
DAGLB inh: DAGLB lipase inhibitors, primary screen, biochemical, fluorescence, HTS; Diacylglycerol lipase-beta (Homo sapiens), Q8NCG7; HEK293T DAGLB membrane lysate, EnzChek fluorogenic substrate; inhibition, % at 5.17 µM; 340,000 compounds, 0.059% hits; AID 504411, 2011; in the data active means inhibition above about 34%;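 further: 0% = enzyme with vehicle and 100% = wells lacking enzyme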
HTR5A ag: HTR5A agonists in luminescence cell assay, primary screen, counter-screen for OPRM1-OPRD1 heterodimer agonist project, full-deck HTS | cell-based | activation, % at 9.3 µM | 340,000 compounds, 0.61% hits | AID 504692, 2011; in the data active means activation mostly above about 9.5%, no sharp cut-off; inactive means mostly below about 7.6%;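 further: 0% = cells with vehicle only and 100% = reference agonist; strong numbers were not always called active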
The depositor's hits bear a star; . = no result given.

SMILES	MOR-DOR ag	Arrestin-AP2 inh	PKA-R1A act	HTR5A inv ag	V-ATPase pHluor	PKA-R2B act	MOR-DOR inv ag	DSG3 Ab inh	DAGLB inh	HTR5A ag
O=C(CCS(=O)(=O)c1ccc(Br)cc1)N1CCN(c2ccccc2Cl)CC1	2.6	17	3	12	-3	0	-14	103	-1	-4
N#CCc1nn(-c2ccccc2)c2ncnc(N)c12	-2.4	-5	-18	-8	-3	1	13	100	-1	3
COc1ccc(-c2cc3c(nn2)-c2ccccc2C3=O)cc1	-19	4	1	13	1	-2	91*	103	-1	0
CCc1ccc(-c2cc(C)no2)cc1S(=O)(=O)NCCc1ccccc1	5.6	21	-6	-22	-3	3	-30	98	-8	2
O=C(O)CCC(=O)CCC(=O)c1ccc(Cl)cc1	-4.1	3	1	15	-2	3	19	123	1	0
CCOc1ccc(OCC)c(NC(=O)CSc2nnnn2CC)c1	-0.8	20	-9	-19	-3	-11	4	79	-4	-4
Cc1ccc(/C=C/C(=O)NCc2ccc3c(c2)OCO3)o1	-0.7	-10	-5	-20	0	3	4	126	-5	1
Cc1ccc(-n2nnnc2-c2cnc(-c3cccnc3)nc2C(F)(F)F)cc1	3.5	-12	5	-16	-4	5	-22	.	-2	1
OC(CNCc1cccnc1)COc1ccc2ccccc2c1 (configuration not stated)	-1.5	8	3	-18	-4	0	8	118	1	5
C#C[C@]1(O)CCC2C3CCC4=Cc5oncc5CC4(C)C3CCC21C (some centres not stated)	3.5	17	-8	-8	-2	-7	-19	101	-10	-1
Cc1ccc(-c2nc(C#N)c(N3CCC(C)CC3)o2)cc1	0.3	49	-1	-23	-6	3	-2	100	-14	6
CCCc1nc2c(nnn2Cc2ccccc2F)c(=O)[nH]1	-2.8	-23	-7	11	0	-2	13	125	0	-1
CCC(=O)Nc1ccc2c(c1)nc(CCN1CCN(c3ccccn3)CC1)n2C	-1.8	18	-14	5	2	1	8	100	-2	-1
CC1CCCCC1NC(=O)C1CCN(S(=O)(=O)c2cccc3nsnc23)CC1 (configuration not stated)	-1.5	-1	7	17	-1	-14	8	83	1	-1
c1ccc(CSc2nnc3ccc(-c4ccco4)nn23)nc1	-3.5	24	3	-4	4	-4	19	101	-2	-4
CCOc1ccccc1NC(=O)CNC(=O)N1CC(=O)Nc2ccccc21	-0.7	3	3	14	2	-8	3	104	0	0
O=C(CN(Cc1ccccc1)C1=NCCS1)c1ccccc1	-0.4	-9	3	-3	0	12	2	91	-3	2
COc1ccccc1CNC(=O)COn1nnc2ccc(S(=O)(=O)N3CCOCC3)cc21	-3.0	6	-8	5	3	-5	16	104	0	-2
O=C(CNCc1ccccc1)Nc1ccc(Cl)cc1	-1.3	1	-4	-5	-3	-1	6	110	-1	1
COc1cc2sc(-c3ccc(S(C)(=O)=O)cc3)c(C(=O)NCCCCO)c2cc1OC	-1.2	14	-1	0	-2	-4	7	97	-1	1
CCCN(C(=O)Cc1ccc(S(=O)(=O)N2CCOCC2)s1)c1c(N)n(Cc2ccccc2)c(=O)[nH]c1=O	0.1	-21	3	15	-4	0	-1	.	2	4
CCOC(=O)c1oc2ccccc2c1COC(=O)C(C)NC(=O)c1ccco1 (configuration not stated)	-1.8	23	4	-8	-3	-9	7	104	1	-2
CCc1ccc(NC(=O)C(=O)NCC(O)c2ccccc2)cc1 (configuration not stated)	0.8	1	-16	-15	1	-1	-4	100	-2	-4
CC(=O)C1=C(c2ccccc2)NC(=S)NC1c1cc(Cl)c(OC(C)C)c(Cl)c1 (configuration not stated)	-0.7	-25	-8	-2	1	-14	4	100	-7	1
O=C(CSC1CS(=O)(=O)c2cc([N+](=O)[O-])ccc21)NNC(=O)c1ccccc1 (configuration not stated)	3.7	12	13	-3	-1	2	-19	102	-1	2
C[C@H](CO)N1C[C@H](C)[C@@H](CN(C)S(=O)(=O)c2ccc(F)cc2)Oc2ccc(NC(=O)Cc3ccccc3)cc2C1=O	-2.3	.	-7	-32	3	-10	13	100	-2	0
Cc1ccc(Nc2nc(Cl)c(C=O)s2)cc1	4.5	-1	0	6	-2	-10	-23	108	-2	2
Cc1ccc(S(=O)(=O)C(CNC(=O)C(C)C)c2cccs2)cc1 (configuration not stated)	-4.0	24	4	3	-4	2	21	.	-1	-1
Cc1ccc(C(=O)Nc2nc3ccccc3s2)s1	2.3	8	0	1	1	-6	-12	104	0	-5
Cc1ccccc1SCC(=O)NNC(=O)c1ccncc1	-1.4	-2	2	-34	1	1	6	80	0	14
Cc1noc(C)c1CSCC(=O)Nc1cc(S(=O)(=O)N2CCCCC2)ccc1OC(C)C	0.8	29	-7	7	-3	10	-5	100	-6	-3
Cc1ccc2c(c1)C(c1ccccc1)N(C(=O)C(C)C)CC(=O)N2 (configuration not stated)	-2.6	-6	-11	20	0	-1	14	103	5	-7
CC(=O)NC(Cc1cccc(F)c1)C(=O)NC1CCN(C(=O)c2ccc(C)cc2)CC1 (configuration not stated)	-2.2	9	5	-17	-2	-8	11	93	0	0
NS(=O)(=O)c1ccc(CCNC(=O)Nc2ccc(Cl)cc2)cc1	3.9	3	-7	1	-1	-3	-24	.	-4	10
COCCNC(=O)C(c1ccco1)N(C(=O)Cn1nnc2ccccc21)c1cc(C)ccc1C (configuration not stated)	-3.2	-1	9	-9	-1	-7	17	97	0	0
CN(C)c1ccc(C(=N)Cc2ccc3ccccc3n2)cc1	.	.	5	.	3	7	.	320	-4	.
Cc1c(/C=N/NC(=O)c2cccs2)c2ccccc2n1Cc1ccccc1Cl	0.8	4	-7	16	3	-17	-4	89	0	4
O=c1c2ccccc2oc2cc(-c3ccc4[nH]ccc4c3)ccc12	4.7	-6	-8	-17	-2	-3	-21	96	-4	-2
CCN(CC)CCOc1c(C)cccc1Cl	-0.8	-16	10	8	0	2	4	98	-3	0
COc1cc(/C=C/C(=O)OC[C@H]2O[C@H](OC3(CO)OC(CO)C(O)C3O)[C@H](O)[C@@H](O)[C@@H]2O)ccc1O (some centres not stated)	0.4	14	-4	-25	-4	-2	-2	98	-4	1
CCOC(=O)/C(C#N)=C\c1ccco1	-1.2	35	7	-7	-2	-5	7	111	2	0
CC(=O)c1c(C(C)=O)c(C)n(-c2ccc(N)c(C)c2)c1C	-1.9	6	3	-18	3	-11	10	60	-1	0
CNC(=S)N(C)/N=C1/C(=O)N(Cc2c(Cl)cccc2Cl)c2ccccc21	4.5	4	2	-3	-1	5	-18	102	8	6
CC(=O)Oc1ccc2c(c1)cc(C)n2C	2.7	6	-8	-28	9	0	-17	.	-5	3
Cc1ccc(C(=O)NCC(=O)NCC(c2cccs2)N2CCOCC2)cc1C (configuration not stated)	-1.7	8	-6	0	5	-6	9	128	0	0
CCCCC/C=C/C1=CC(=O)C[C@H](c2ccc3c(c2)OCO3)C1	1.1	9	-7	7	6	5	-6	99	-22	2
O=C(Nc1ccccc1)Nc1ccccc1NS(=O)(=O)c1cccs1	-1.1	-2	-10	8	1	-6	6	96	2	-3
COc1ccccc1NC(=S)N1CCN(c2nc(-c3ccccc3)cs2)CC1	0.3	-20	-9	18	1	7	-1	114	-1	3
O=C(NCC(=O)N(Cc1cccs1)C(C(=O)NC1CCCCC1)c1ccncc1)c1ccco1 (configuration not stated)	-1.7	2	-4	-10	0	-3	10	75	2	2
Cc1cccc(C)c1NC(=O)COC(=O)CCC(=O)c1cccs1	-1.3	-10	-7	11	-1	-7	7	96	-2	4
CCOc1ccc(CN(C(=O)c2cc(=O)c3cc(C)cc(C)c3o2)C2CCS(=O)(=O)C2)cc1 (configuration not stated)	-1.2	4	0	-14	2	-6	6	104	0	3
Cc1ccc(C)c(OCCn2c(=O)c3c(ncn3C3CCCC3)n(Cc3ccccc3)c2=O)c1	-0.9	-3	-8	4	4	7	7	102	3	4
O=C(c1c(F)cccc1F)N1CCCC(c2nc(-c3ccc(F)cc3)no2)C1 (configuration not stated)	1.1	7	-2	4	6	4	-5	100	-3	-1
Cc1cccc(N(Cc2cc3ccccc3[nH]c2=O)C(=O)c2cccs2)c1	-1.6	12	-10	-11	-2	-4	9	96	-1	3
CC(CC(=O)Nc1cc(S(=O)(=O)N2CCOCC2)ccc1OCC(F)(F)F)c1ccccc1 (configuration not stated)	-2.5	0	10	-2	-2	-4	10	105	-4	2
O=c1c2ccccc2sc2ccc(C#CC3(O)CCCCC3)cc12	1.4	0	1	-19	1	-17	-8	100	5	7
COc1cc(C)c(C(N)=O)c(OC)n1	-2.1	-8	4	-9	3	-5	11	.	2	3
COc1cc(NC(=O)CN2C(=O)COc3ccc(S(=O)(=O)N4CCOCC4)cc32)cc(OC)c1	-2.0	-3	5	-28	-1	-1	10	78	3	0
O=[N+]([O-])c1ccc(N=Nc2ccc(O)cc2O)cc1	-1.8	-9	6	6	0	-2	11	105	2	0
CCOc1cc(N2CCOCC2)c(OCC)cc1NC(=O)CSc1ncn[nH]1	1.5	0	-8	6	-1	-3	-7	124	1	-2
(next part)
SMILES	MOR-DOR ag	Arrestin-AP2 inh	PKA-R1A act	HTR5A inv ag	V-ATPase pHluor	PKA-R2B act	MOR-DOR inv ag	DSG3 Ab inh	DAGLB inh	HTR5A ag
Cc1cc2ccccc2c(=O)n1CC(=O)Nc1ccc2c(c1)OCO2	-1.8	0	-3	-11	1	-8	10	106	-1	0
CC(C(=O)Nc1cccnc1)N1C(=O)c2ccccc2C1=O (configuration not stated)	1.9	-1	-4	4	0	-9	-12	100	2	-2
Cc1ccc(C(=O)C2=C(O)C(=O)N(Cc3ccccc3)C2c2cccnc2)o1 (configuration not stated)	-0.2	-11	-5	-12	-1	-9	1	100	2	11
COC(=O)C1=C(C)N(c2ccc(C)c(C)c2)/C(=C/c2ccc(O)cc2)C1=O	1.6	0	1	-3	4	0	-11	86	-1	1
O=C(NNc1ccc(-c2csnn2)cc1)c1ccccc1C(F)(F)F	-0.9	-3	-6	5	-7	10	4	.	2	-2
COc1ccc(C(=O)Nc2ccc3c(c2)nc(CN2CCN(C(C)=O)CC2)n3C)cc1	-3.3	-7	8	-24	-1	-2	14	108	-2	-1
